USP1 inh = Inhibitors of USP1/UAF1: Primary Screen. Ubiquitin carboxyl-terminal hydrolase 1 (Homo sapiens), O94782. recombinant USP1/UAF1, Ub-Rhodamine cleavage fluorescence. Potency, µM (series often up to 57.1 µM), for inactives: at the highest dose activity change, negative = inhibition, most hits filed as inhibitors. hit rate 0.23% among 390,000. AID 743255, 2014; also: potency is read from the fitted curve at half-maximal effect; % is scaled to controls: 0 for no effect and ±100 for the full control effect; nearly all actives have a fitted effect of over 60% in size; inactives centre near -12
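In this screen, compounds sit with the deubiquitinase complex (1nM) for 15 min at room temperature before Ub-Rho is added at 150nM final. Fluorescence rise is then followed for 6 reads every 60 seconds.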
TRHR enhancer = qHTS for Small Molecule Agonists and Allosteric Enhancers of Human TRH Receptor: Primary Screen for Enhancers. TRHR cells, fluo-8 calcium fluorescence, EC20 TRH enhancement. enhancement, % at 2 µM. hit rate 0.66% among 360,000; in the data active = enhancement above about 30%; also: 0% is about no effect
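Enhancer read-out: after compound pinning and an initial kinetic agonist-mode read, an EC20 of TRH (10 nM final) was injected and fluo-8 calcium signal (Ex 480/Em 530) followed at 1 s/cycle for 100 cycles in TRHR-expressing cells.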
TrxR1 substrate = qHTS Assay for Substrates of Mammalian Selenoprotein Thioredoxin Reductase 1 (TrxR1): qHTS. hit rate 0.01% among 390,000. purified TrxR1 substrate turnover, NADPH consumption readout. Potency, µM (doses to about 114 µM), inactives show at the top dose activity change, negative = substrate turnover. AID 588456, 2011. Thioredoxin reductase 1, cytoplasmic (Rattus norvegicus), O89049; also: potency is read from the fitted curve at half-maximal effect; % is scaled to controls: 0 for no effect and ±100 for the full control effect; nearly all actives have a fitted effect of over 50% in size
Target sequence (O89049 whole entry, looked up): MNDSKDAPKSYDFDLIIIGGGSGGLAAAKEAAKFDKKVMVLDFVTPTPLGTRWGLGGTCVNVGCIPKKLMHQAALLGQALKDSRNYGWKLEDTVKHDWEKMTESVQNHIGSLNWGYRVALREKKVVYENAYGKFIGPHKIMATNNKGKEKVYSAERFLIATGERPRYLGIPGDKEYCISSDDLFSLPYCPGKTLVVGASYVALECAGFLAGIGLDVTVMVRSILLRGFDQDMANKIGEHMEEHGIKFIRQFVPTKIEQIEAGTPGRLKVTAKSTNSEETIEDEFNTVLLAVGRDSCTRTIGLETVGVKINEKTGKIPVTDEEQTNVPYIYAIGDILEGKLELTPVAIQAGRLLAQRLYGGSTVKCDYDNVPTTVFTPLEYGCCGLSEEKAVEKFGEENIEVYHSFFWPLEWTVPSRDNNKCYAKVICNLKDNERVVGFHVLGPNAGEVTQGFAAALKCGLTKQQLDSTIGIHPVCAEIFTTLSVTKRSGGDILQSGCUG
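Rat TrxR1, dispensed at 90 nM, was prereduced with 400 uM NADPH (final) for 5 min at ~22 deg C, then incubated with compound 15 min before 400 uM selenite. A first-read NADPH fluorescence drop versus no-compound background flagged substrates.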
PI4K2A inh = qHTS for small molecular inhibitors of PI4K2A | activity change, negative = inhibition, % at 76.9 µM | purified PI4K2A, ADP-Glo luminescence, 1 h; hits give low values | hit rate 0.13% among 420,000 | Phosphatidylinositol 4-kinase type 2-alpha (Homo sapiens), Q9BTU6; in the data active = activity change below about -50%; inconclusive = mostly about -30% to -49%;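 also: -100% = wells without enzyme as full effect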
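ADP-Glo luminescence measured ADP generated by PI4K2A enzyme (4 ug/mL before mixing) with 1.2 mM PI substrate (pre-mix) and 300 microM ATP (pre-mix). Tris pH7.5 buffer with MgCl2, Triton X-100; 1 h reaction at ambient temperature.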
IDH1 R132H inh = qHTS for Inhibitors of mutant isocitrate dehydrogenase 1 (IDH1): qHTS | AID 602179, 2012 | IDH1-R132H enzyme, NADPH consumption, diaphorase/resazurin fluorescence | Isocitrate dehydrogenase [NADP] cytoplasmic (Homo sapiens), O75874 | Potency, µM (series often up to 76.6 µM), for the others: at the highest dose activity change, negative = inhibition, usual class: inhibitors | hit rate 0.093% among 390,000; also: potency is read from the fitted curve at half-maximal effect; % is scaled to controls: 0 for no effect and ±100 for the full control effect; nearly all actives have a fitted effect of over 65% in size
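IDH1-R132H (0.5 ug/mL dispensed) in pH 7.5 Tris buffer was preincubated 30 min with compound, then given a substrate mix of 0.016 mM NADPH and 2 mM alpha-KG for 80 min at room temperature; remaining NADPH was read by diaphorase/resazurin fluorescence.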
TRHR agonist = qHTS for Small Molecule Agonists and Allosteric Enhancers of Human TRH Receptor: Primary Screen for Agonists. TRHR cells, calcium flux fluo-8, FDSS agonist mode. activation, % at 2 µM. hit rate 0.18% among 360,000; in the data active = activation above about 30%; also: 0% is about no effect
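Steps: seed TRHR cells overnight; add fluo-8 no-wash Ca dye, RT 30 min–1.5 h; record 10 s baseline; pin-transfer compounds; monitor fluorescence 1 cycle/s for the agonist window. Calcium increases flag candidate agonists.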
TrxR1 inh = qHTS Assay for Inhibitors of Mammalian Selenoprotein Thioredoxin Reductase 1 (TrxR1): qHTS; Thioredoxin reductase 1, cytoplasmic (Rattus norvegicus), O89049; recombinant rTrxR1, NADPH fluorescence consumption, selenite substrate; Potency, µM (doses to about 114 µM), for the others: at the top dose activity change, negative = inhibition, hits mostly inhibitors; hit rate 1% among 390,000; AID 588453, 2011; also: potency is read from the fitted curve at half-maximal effect; % is scaled to controls: 0 for no effect and ±100 for the full control effect; nearly all actives have a fitted effect of over 65% in size
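Rat TrxR1 (90 nM in the dispensed reagent) was pre-reduced with 400 uM NADPH for 5 min at room temperature, then incubated with compound for 15 min. After 400 uM selenite was added, NADPH fluorescence (Ex 340/Em 450 nm) was followed for 8 min.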
D2 antagonist = HTS Assay for Allosteric Antagonists of the Human D2 Dopamine Receptor: Primary Screen for Antagonists | HEK293 TREx D2 cells, calcium flux, dopamine EC80 | D(2) dopamine receptor (Homo sapiens), P14416 | AID 485344, 2010 | hit rate 2% among 340,000 | inhibition, % at 10 µM; in the data active = inhibition above about 30%; also: 0% is about no effect
Target sequence (P14416 whole entry, looked up): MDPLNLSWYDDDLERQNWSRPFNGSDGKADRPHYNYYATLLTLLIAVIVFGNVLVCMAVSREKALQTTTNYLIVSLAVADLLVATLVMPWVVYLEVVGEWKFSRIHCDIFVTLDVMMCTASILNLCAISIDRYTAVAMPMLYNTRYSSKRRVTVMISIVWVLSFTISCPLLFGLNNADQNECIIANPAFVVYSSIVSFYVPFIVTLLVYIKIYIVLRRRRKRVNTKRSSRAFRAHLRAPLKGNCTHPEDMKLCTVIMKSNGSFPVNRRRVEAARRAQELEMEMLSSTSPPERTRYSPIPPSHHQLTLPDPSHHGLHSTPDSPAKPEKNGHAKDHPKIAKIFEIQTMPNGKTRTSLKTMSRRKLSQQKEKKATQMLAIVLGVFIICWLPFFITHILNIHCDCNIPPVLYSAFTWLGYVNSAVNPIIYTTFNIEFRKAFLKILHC
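Tetracycline-induced HEK293 T-REx cells expressing D2 force-coupled to calcium signalling were dye-loaded, exposed to compound for 180 s, then challenged with an EC80 of dopamine; calcium flux was followed kinetically for a further 180 s.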
D2 agonist = HTS Assay for Allosteric Agonists of the Human D2 Dopamine Receptor: Primary Screen for Agonists; D(2) dopamine receptor (Homo sapiens), P14416; HEK293 T-REx D2 cells, calcium flux agonist mode; activation, % at 2 µM; hit rate 0.53% among 340,000;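 active = activation over 3 SD above normal in the single-dose calcium agonist read, cut at about 30% in these data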; also: 0% is about no effect
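Tetracycline-induced HEK293 T-REx cells with force-coupled D2 receptor, plated overnight at 30 C, loaded with no-wash calcium dye. After a 10 s baseline, compound was pin-added and calcium flux read kinetically for 180 s; calcium rises flagged agonists.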
* marks the source's active call; other numbers are inactive results; ? = inconclusive; nt = no result given; & = joins results of further samples; [ ] = dose if it differs, or a comment. Unless noted, calls follow the shape of the dose curve; as a rule, active = well fitted inhibition curve with a large enough effect; inconclusive = small, poorly fitted or top-dose-only effect; inactive = no such curve, though single readings can be large or run the other way.

SMILES	USP1 inh	TRHR enhancer	TrxR1 substrate	PI4K2A inh	IDH1 R132H inh	TRHR agonist	TrxR1 inh	D2 antagonist	D2 agonist
COP1(=O)C=C[C@H](N(Cc2ccccc2)S(=O)(=O)c2ccccc2[N+](=O)[O-])[C@@H](C)O1 (stereo partly specified)	-8%	0	-7%[57.1 µM]	-3	17%	0.0	-8%[57.1 µM]	2	-0.1
Cc1ccc(S(=O)(=O)N2CCOCC2)cc1C(=O)OCC(=O)N1CCc2ccccc2C1	?	2	-3%	-6	6%	-0.1	0%	-13	0.6
OC(COc1ccc(Cl)cc1)CN1C2=NCCCN2c2ccccc21 (stereo unspecified)	1%	-4	3%[57.1 µM]	3	-6%	0.6	1%[57.1 µM]	24	-0.1
Cc1ccc(-n2nc3c(c2NC(=O)/C=C\c2ccc4c(c2)OCO4)CSC3)cc1	-13%	-1	2%	?	-6%	0.3	-9%	-4	0.0
CCc1cc2cc(C)ccc2nc1SCC(=O)NNC(=O)c1ccco1	-22%	1	-15%[57.1 µM]	-5	-3%	-1.3	23%[57.1 µM]	-1	-5.3
O=C(CN1C(=O)NC2(CCCCC2)C1=O)Nc1cccc(Cl)c1Cl	-25%	5	4%	-4	-12%	0.0	16%	-10	0.7
COc1cc(NC(=O)c2ccccc2OCc2ccccc2)cc(OC)c1OC	-6%	0	-7%	-4	-1%	-0.3	4%	-4	-1.0
CCN(CC)CCNC1=NCCn2c1cc1cc(OC)ccc12	-3%	-4	7%	-2	-2%	0.4	1%	-4	0.9
CCOC(=O)c1c(C)[nH]c(C(=O)Cn2nnc(-c3ccccc3)n2)c1C	-9%	-1	2%	0	0%	-0.7	10%	6	0.4
Cc1noc(C)c1S(=O)(=O)NCCc1csc2nc(-c3ccc(F)cc3)nn12	-25%	-2	-8%[57.1 µM]	-4	-11%	0.6	7%[57.1 µM]	nt	1.0
CSc1ncc(Cl)c(C(=O)NCc2ccc(C)cc2)n1	-21%	2	6%	-1	-11%	-0.5	16%	nt	-0.5
CCc1cccc(C)c1NC(=S)N1CCCC1C(=O)O (stereo unspecified)	-21%	15	1%	-2	0%	0.6	9%	8	1.0
COC(=O)c1c(NC(=O)C2CC=CCC2C(=O)O)sc2c1CCCCC2 (stereo unspecified)	-3%	31*	-12%	2	-3%	0.5	-21%	1	0.2
CC1=NOC(=O)/C1=C/c1ccc2c(c1)OCO2	-13%	-4	4%	5	7%	0.5	-20%[57.1 µM]	2	1.0
O=C(CCC(=O)N1CCSc2ccccc21)NCc1cccc(Cl)c1	-22%	-1	3%[57.1 µM]	0	11%	-0.4	12%[57.1 µM]	21	0.0
Cc1oc(-c2ccc(Cl)cc2)nc1CS(=O)CC(=O)NCCCN1CCN(Cc2ccccc2)CC1 (stereo unspecified)	-12%	-9	2%	-2	-7%	0.6	-24%	0	0.5
NS(=O)(=O)c1ccc(CCNC(=O)c2ccncc2)cc1	-16%	21	-4%	8	-10%	-1.3	1%	2	-0.1
O=C(NC1CCCCC1)C1CCN(c2nnnn2-c2ccccc2)CC1	-23%	-4	10%	1	2%	0.9	16%	7	0.3
O=C(NC(=S)Nc1cccc2cccnc12)c1ccccc1	-17%	-2	1%	3	4%	0.4	1%	-10	0.1
O=C(c1cccs1)N(CCN1CCCCC1)CC1CCCN(C2CCCC2)C1 (stereo unspecified)	-16%	0	-2%[57.1 µM]	7	-1%	-0.3	14%[57.1 µM]	-8	1.9

An excerpt of these results, with values under each structure.
Order of results: USP1 inh | TRHR enhancer | TrxR1 substrate | PI4K2A inh | IDH1 R132H inh | TRHR agonist | TrxR1 inh | D2 antagonist | D2 agonist
> OC(COc1ccc(Cl)cc1)CN1C2=NCCCN2c2ccccc21 (stereo unspecified)
    1% | -4 | 3%[57.1 µM] | 3 | -6% | 0.6 | 1%[57.1 µM] | 24 | -0.1
> Cc1ccc(-n2nc3c(c2NC(=O)/C=C\c2ccc4c(c2)OCO4)CSC3)cc1
    -13% | -1 | 2% | ? | -6% | 0.3 | -9% | -4 | 0.0

Additional results
SMILES	USP1 inh	TRHR enhancer	TrxR1 substrate	PI4K2A inh	IDH1 R132H inh	TRHR agonist	TrxR1 inh	D2 antagonist	D2 agonist
CC1(C(=O)NNC(=O)c2ccc([N+](=O)[O-])cc2)CC1(Br)Br (stereo unspecified)	-1%	2	-8%	5	2%	-0.5	-11%	37*	0.1
CCc1cc2c(=O)[nH]c(N3CCCC3)nc2s1	-11%	5	6%[57.1 µM]	0	2%	0.0	-3%[57.1 µM]	nt	nt
Cc1ccc2c(c1)N(Cc1cccc(Cl)c1)C(=O)c1cccnc1O2	-25%	0	-3%	0	2%	0.1	17%	-4	-0.2
CCS(=O)(=O)c1nc2ccccc2n1Cc1ccccc1Cl	-16%	-3	-1%[57.1 µM]	0	1%	-0.1	6%[57.1 µM]	-9	-0.5
CCc1ccccc1N1C(=O)N(CC(=O)c2ccc(Cl)cc2)c2ccccc2S1(=O)=O	-15%	-1	5%[57.1 µM]	-11	0%	1.3	14%[57.1 µM]	nt	1.0
COc1ccc(CCNS(=O)(=O)c2cccc([N+](=O)[O-])c2)cc1OC	-1%	-7	-1%[57.1 µM]	1	8%	-0.2	-7%[57.1 µM]	nt	nt
CNc1snc(C)c1C(=O)OCC(=O)c1ccc(Cl)cc1	-11%	-3	-3%	-3	-6%	-0.9	16%	-13	0.2
COc1ccc(CN2CC(C(=O)NCCC(C)C)CC2=O)cc1 (stereo unspecified)	-17%	-1	8%[57.1 µM]	7	-9%	-0.4	17%[57.1 µM]	-7	0.1
Cc1nc(S(=O)(=O)Cc2ccccc2Cl)nc2c1CCC2	-10%	-7	5%[57.1 µM]	3	0%	0.0	2%[57.1 µM]	-4	-0.2
COC(=O)c1ccc(NC(=O)Cn2nc(C(=O)Nc3ccc(C)cc3)ccc2=O)cc1	?	0&-7	4%	4&1	1%&5%	0.3&0.4	28%	30*	-0.7&0.2
COc1cc(C(=S)N2CCCC2)ccc1OS(=O)(=O)c1ccc(NC(C)=O)cc1	-5%	-4	-5%	-1	-15%	-0.2	-4%	3	2.2
O=C(O)CCn1cc(/C=C2\NC(=S)N(c3ccccc3)C2=O)c(-c2ccc(Br)cc2)n1	-9%	-13	-5%	-2	-3%	0.1	?	6	1.4
Cc1ccc(-n2ncc3c(Nc4cccc(Cl)c4)ncnc32)c(C)c1	-15%	14	-3%[57.1 µM]	0	17%	1.1	1%[57.1 µM]	nt	-0.2
O=c1[nH]c2ccc(Br)cc2c(-c2ccccc2)c1CN1CCOCC1	?	2	1%	-7	-33%	0.9	?	27	3.8
CCc1nnc(NC(=O)c2oc3ccc(Br)cc3c2C)s1	-5%	nt	-7%	-1	-4%	nt	-2%	nt	nt
Cc1ccccc1C(=O)c1cccn1CC(=O)N1CCCCC1	-10%	-2	-10%	1	-4%	-0.2	-3%	19	0.3
CCC(C)c1ccc(NC(=O)c2cccs2)cc1 (stereo unspecified)	-11%	1	3%	-4	8%	0.1	15%[57.1 µM]	-7	0.6
Cc1ccc(NC(=O)COC(=O)c2ccc(OCc3c(C)noc3C)cc2)cc1S(=O)(=O)N1CCOCC1	-13%	-7	-9%	-4	4%	0.5	-7%	11	0.6
CC1=CCP(=O)(c2ccccc2)C1 (stereo unspecified)	9%	-1	-5%	-9	2%	-0.1	-5%	0	0.6
O=C(CCCl)N(Cc1nc2ccccc2c(=O)[nH]1)Cc1cccs1	-17%	-3	3%[57.1 µM]	3	7%	0.0	8%[57.1 µM]	19	-0.7
CCN(CC(=O)Nc1ccc2c(c1)OCCO2)S(=O)(=O)c1ccccc1	-11%	-1	-7%	-2	19%	0.4	-4%	1	2.3
CCOC(=O)c1c(C)n(C)c2cc(OCCN(CC)CC)ccc12	-25%	-6	11%	-2	6%	-0.2	9%	18	0.2
COc1cccc(NC(=O)C(Sc2nnc3ccccn23)c2ccccc2)c1 (stereo unspecified)	-11%	-1	-5%	-1	7%	-0.1	1%	-6	-0.3
Cc1nn(C(C)CC(=O)O)c(C)c1Br (stereo unspecified)	-3%	-1	3%[57.1 µM]	-10	-2%	1.4	-2%[57.1 µM]	2	-1.3
COC(=O)c1ccc(CSC2=NC[C@@H]3[C@@H]4C(=O)N(Cc5ccccc5)C(=O)[C@@H]4[C@](Cc4ccccc4)(C(=O)OC)N23)cc1	-21%	nt	11%[2.29 µM]	-4	1%[38.3 µM]	nt	34%	nt	nt
Cc1ccc(SCc2nc(-c3ccc(C(=O)NCC(C)c4ccccc4)cc3)oc2C)cc1 (stereo unspecified)	-30%	10	11%	4	6%	4.0	29%	nt	4.4
COc1cccc(C2=CC(c3cccc(OC)c3OC(F)F)n3nnnc3N2)c1 (stereo unspecified)	0%	0	10%[57.1 µM]	0	1%	-1.7	0%[57.1 µM]	-4	-1.2

High-throughput results from PubChem.

This is a random part of the collection. Share with any hit: about 3.9%.
